Jurkat NFkB inh: lowers PMA/ionomycin-induced NF-kB signal in Jurkat cells; AID 435003; inhibition, % at 4 µM; PMA/ionomycin-induced NF-kB luciferase reporter, luminescence; 330,000 tested, 0.53% active; in the data active = inhibition above about 50%
UPR XBP1 act: activators of adaptive arm of unfolded protein response (XBP1) | 330,000 tested, 0.33% active | activation, % at 20 µM | CHO-XBP1 luciferase reporter, IRE1-XBP1 UPR activation, luminescence; percent of tunicamycin response, DMSO as zero;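 active = versus positive control, 20 µM dose yields 30% or more activation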;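 also: 100% = tunicamycin at 10 µg/mL and 0% = DMSO only wells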
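Assay system: CHO-XBP1 luciferase reporter cells; Schedule: 6 h treatment, 37 °C; Detection: glow luminescence from Steady-Glo reagent; Benchmarks: high control tunicamycin 10 µg/mL final, low control DMSO vehicle only.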
APJ agonist: APJ receptor agonism; P35414; CHO-K1 APJ PathHunter beta-arrestin, luminescence; 0% DMSO wells, 100% apelin; activation, % at 20 µM; 330,000 tested, 0.11% active; AID 2520;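 active = activation more than six SD over the plate average, tested at 20 µM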;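 also: 0% = DMSO alone and 100% = apelin-13 at 10 nM; some results filed as inactive read as strong as hits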
Target sequence (P35414 whole entry, looked up): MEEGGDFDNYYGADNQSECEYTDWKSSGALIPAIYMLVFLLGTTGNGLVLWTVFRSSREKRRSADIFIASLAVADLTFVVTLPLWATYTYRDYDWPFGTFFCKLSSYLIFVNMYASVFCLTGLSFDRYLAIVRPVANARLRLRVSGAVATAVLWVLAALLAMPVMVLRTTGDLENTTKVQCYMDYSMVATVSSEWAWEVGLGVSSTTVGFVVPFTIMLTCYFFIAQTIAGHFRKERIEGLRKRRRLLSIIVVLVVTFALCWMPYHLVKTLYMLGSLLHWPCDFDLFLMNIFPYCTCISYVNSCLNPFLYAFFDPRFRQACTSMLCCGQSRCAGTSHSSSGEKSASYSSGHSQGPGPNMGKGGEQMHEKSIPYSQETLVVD
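Assay system: CHO-K1 APJ beta-arrestin complementation cell line / Compound: single test compound dose, 20 µM final, 1% DMSO / Times: overnight seeding, 90 min compound at 25 °C, 1 h detection / Technique: beta-gal luminescence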
697 NFkB inh: lowers PMA/ionomycin-induced NF-kB signal in 697 B cells. inhibition, % at 4 µM. 330,000 tested, 0.33% active. AID 435022. 697 B-cell NF-kB luciferase reporter, 16 h; in the data active = inhibition above about 35%
CHOP UPR activ: activators of apoptotic arm of unfolded protein response (CHOP) | CHO-CHOP luciferase reporter, UPR activation, luminescence; percent of tunicamycin response over DMSO baseline | activation, % at 10 µM | 330,000 tested, 0.34% active;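 active = at 10 µM dose, activation of 40% or more, normalized to positive control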;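 also: 100% = tunicamycin at 10 µg/mL and 0% = DMSO alone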
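System: CHO CHOP reporter cells. Amount: 500 cells per well. Buffer or medium: F12 medium, 10% FBS. Compound dosing: one dose, 10 µM in 0.5% DMSO. Incubation: 6 h compound exposure at 37 °C after overnight seeding. Technique: Steady-Glo luciferase luminescence. Benchmarks: tunicamycin and DMSO controls.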
Mdm2-MdmX inh: disrupts the human Mdm2-MdmX interaction. O15151+Q00987. SaOS-2 split-luciferase Mdm2/MdmX complementation, luminescence. inhibition, % at 8 µM. 330,000 tested, 3% active;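 active = inhibition of at least 50% at 8 µM in the primary screen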
tim23-1 inh: tim23-1 yeast growth inhibition; AID 463212; 330,000 tested, 1.3% active; S. cerevisiae tim23-1 growth, BacTiter-Glo luminescence, 24 h; inhibition, % at 20 µM;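 active = growth inhibition of the mutant yeast at or above 50%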;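 also: temperature-sensitive mutant grown at 25 °C; plate controls were DMSO-treated mutant yeast for no effect and medium wells lacking yeast for full effect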
APJ antagonist: blocks the human apelin receptor APJ; AID 2521; CHO-K1 APJ beta-arrestin complementation, luminescence; P35414; 330,000 tested, 0.32% active; inhibition, % at 20 µM;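 active = inhibition above about 40% at 20 µM, limit read from the data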;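 also: cells challenged with 10 nM apelin-13 agonist together with compound; plate controls were apelin-13 plus DMSO wells for no effect and DMSO wells lacking apelin-13 for full effect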
Starred values were filed as active, the others as inactive.

SMILES	Jurkat NFkB inh	UPR XBP1 act	APJ agonist	697 NFkB inh	CHOP UPR activ	Mdm2-MdmX inh	tim23-1 inh	APJ antagonist
O=C(NC(=S)NCC1CCCO1)C(c1ccccc1)c1ccccc1 (stereo not drawn)	3.4	-0.1	-4.4	-10.9	2.9	14.5	6.5	12.7
Cc1ccc(OCCN2CCN(c3ncnc4sc(C)c(C)c34)CC2)cc1	67.3*	-2.6	0.7	43.2*	3.2	8.0	35.7	-12.5
CC(=O)N1CCN(c2ccnc3cc(Cl)ccc23)CC1	13.7	-1.0	0.7	24.2	-0.2	14.4	-6.1	12.3
CC1(CCc2ccc3c(c2)OCO3)NCCc2c1[nH]c1ccccc21 (stereo not drawn)	11.5	-0.1	-2.2	14.1	0.6	31.2	6.9	-8.4
O=C(CN1CCN(CN2C(=O)NC3(CCCCCC3)C2=O)CC1)Nc1ccc(F)cc1	-12.1	-2.1	-3.9	-5.8	-0.1	14.2	1.8	2.3
COC(=O)C1(C(F)(F)F)N=C2Sc3ccccc3N2C(N2CCOCC2)=N1 (stereo not drawn)	2.6	-2.3	-3.6	-1.7	-0.8	21.3	-14.0	18.5
O=C(COc1ccc(F)c(Cl)c1)Nc1ccc(N2CCOCC2)cc1	16.4	-2.0	-3.4	2.0	1.0	-25.1	15.5	19.6
CC(C)CCNC(=O)CCC(=O)NNc1nc2ccccc2c2nc(-c3ccccc3)nn12	-9.2	0.1	-0.5	3.8	0.7	6.5	-26.5	0.5
CCOc1ccccc1C(=O)NC(C(=O)Nc1cccnc1)C(C)C (stereo not drawn)	3.0	-3.4	-2.7	2.0	0.8	17.2	5.5	0.5
O=C1OC(c2ccc(F)cc2)=C/C1=C\c1ccc(O)cc1	10.0	4.5	-5.8	-6.5	3.1	4.5	21.0	42.6*
Cn1c(=O)n(C)c2cc(NS(=O)(=O)c3ccc(Cl)s3)ccc21	12.1	-1.0	-5.0	16.9	3.1	24.8	3.7	11.5
COc1ccc(OCC(N)=O)cc1	-18.0	-2.4	-5.1	7.4	0.0	-8.7	18.6	-6.1
O=C(CN1CCOCC1)N/N=C/c1c(O)ccc2ccccc12	7.8	-3.3	-0.4	11.6	0.2	46.8	49.0	1.9
CC(=O)Cc1nsc(NC(=O)c2cc(-c3cccc(C(F)(F)F)c3)oc2C)n1	-6.2	1.1	1.2	-3.8	-0.6	-10.4	9.1	0.4
CC(=O)Nc1ccc(S(=O)(=O)NC(C)C(=O)NCCc2ccc(F)cc2)cc1 (stereo not drawn)	-10.5	-0.2	-2.1	20.7	0.9	1.6	6.2	14.0

Quoted at random: two entries already listed.
SMILES	Jurkat NFkB inh	UPR XBP1 act	APJ agonist	697 NFkB inh	CHOP UPR activ	Mdm2-MdmX inh	tim23-1 inh	APJ antagonist
CC1(CCc2ccc3c(c2)OCO3)NCCc2c1[nH]c1ccccc21 (stereo not drawn)	11.5	-0.1	-2.2	14.1	0.6	31.2	6.9	-8.4
Cn1c(=O)n(C)c2cc(NS(=O)(=O)c3ccc(Cl)s3)ccc21	12.1	-1.0	-5.0	16.9	3.1	24.8	3.7	11.5

Arranged by value in APJ antagonist (lowest first): 5 from the list above
SMILES	Jurkat NFkB inh	UPR XBP1 act	697 NFkB inh	Mdm2-MdmX inh	APJ antagonist
CC1(CCc2ccc3c(c2)OCO3)NCCc2c1[nH]c1ccccc21 (stereo not drawn)	11.5	-0.1	14.1	31.2	-8.4
O=C(NC(=S)NCC1CCCO1)C(c1ccccc1)c1ccccc1 (stereo not drawn)	3.4	-0.1	-10.9	14.5	12.7
CC(=O)Nc1ccc(S(=O)(=O)NC(C)C(=O)NCCc2ccc(F)cc2)cc1 (stereo not drawn)	-10.5	-0.2	20.7	1.6	14.0
COC(=O)C1(C(F)(F)F)N=C2Sc3ccccc3N2C(N2CCOCC2)=N1 (stereo not drawn)	2.6	-2.3	-1.7	21.3	18.5
O=C1OC(c2ccc(F)cc2)=C/C1=C\c1ccc(O)cc1	10.0	4.5	-6.5	4.5	42.6*

Later entries:
SMILES	Jurkat NFkB inh	UPR XBP1 act	APJ agonist	697 NFkB inh	CHOP UPR activ	Mdm2-MdmX inh	tim23-1 inh	APJ antagonist
COc1ccc2cc(CN(C(=O)Nc3ccccc3)C3CCCC3)c(=O)[nH]c2c1	4.7	1.1	-2.5	0.3	0.0	14.1	37.5	-3.0
CC(C)CC(=O)Nc1ccnn1C1CCN(C(=O)c2ccc(Cl)cc2F)CC1	1.5	-6.1	-1.9	0.0	2.0	-6.4	8.7	-22.8
COCCC1CCCCN1Cc1cn(-c2ccccc2)nc1-c1ccc2c(c1)OCO2 (stereo not drawn)	3.4	2.9	-5.2	-18.0	-0.3	8.7	-0.9	4.1
O=S(=O)(c1ccc(Cl)cc1)c1ccccn1	4.0	1.7	0.0	8.2	0.6	16.9	15.9	18.4
Cc1cc(=S)c2cccc(C)c2[nH]1	3.3	-4.2	-2.5	3.2	-1.2	9.0	14.2	20.1
Cc1c(Cl)cccc1N(CC(=O)NC(C)c1ccccc1)S(C)(=O)=O (stereo not drawn)	9.1	-6.3	0.2	-5.2	0.6	11.4	2.8	0.2
O=C1CCCN1CCCNc1nc2c(S(=O)(=O)c3ccccc3)nnn2c2ccc(Cl)cc12	17.8	-1.8	-0.4	13.8	3.1	45.8	17.7	3.0
CC1CN(CCc2ccccc2)c2nc3c(c(=O)[nH]c(=O)n3C)n2C1 (stereo not drawn)	17.1	0.6	-6.0	7.8	1.0	24.0	25.8	6.8
O=C1NC2CCc3nc4ccccc4c(=O)n3C2=Nc2ccccc21 (stereo not drawn)	0.3	-1.7	-0.6	5.7	-0.7	1.9	5.6	-59.4
COc1ccccc1NS(=O)(=O)c1ccc(C(=O)N2CC(C)OC(C)C2)cc1 (stereo not drawn)	13.9	2.8	-2.0	26.3	1.2	-12.3	16.8	1.8
COCCCNC(=O)CN1C(=O)c2ccccc2C1=O	-8.4	0.6	2.6	18.4	0.0	8.6	9.6	1.0
COc1c(Cl)cc(Cl)cc1C(=O)n1nc(C)cc1C	10.0	-3.5	0.9	18.6	-2.0	9.6	-19.0	6.2
COc1ccccc1/C=C/C(=O)Nc1ccc(S(=O)(=O)Nc2cc(C)nc(C)n2)cc1	26.3	0.3	-3.8	7.7	3.3	2.5	10.9	16.6
Cn1nc(C(F)(F)F)c(C(=O)Nc2ccc(F)cc2F)c1Cl	3.2	-0.8	-0.4	1.3	2.2	13.5	3.8	24.2
COc1ccc(/C=C(/C(=O)NCc2ccccc2)c2ccccc2)cc1	5.5	-0.8	0.2	-26.5	-3.5	23.7	22.0	8.0
CCOc1ccc(C(=O)CCN2CCCCCC2)cc1	18.4	-1.1	1.7	7.2	0.6	29.0	44.5	10.7
CN(CC(=O)NCCc1ccccc1)Cc1ccco1	-28.2	1.8	-2.4	-43.8	6.6	13.8	-9.4	-10.2
O=C(CN1N=C(c2ccccc2)CCC1=O)NCc1ccco1	-6.4	-0.6	-4.4	5.6	-0.8	19.9	-3.9	-1.6
CC(C)(C)N1CC(C(=O)Nc2ccc(C#N)cc2)CC1=O (stereo not drawn)	3.8	-3.7	-2.7	7.1	-1.9	1.5	8.9	5.1
COc1ccc(C(CNC(=O)COc2ccc(C)c(C)c2)N2CCCCC2)cc1 (stereo not drawn)	4.0	-3.1	-2.5	-12.8	0.3	17.7	11.4	-21.8
CC(C)=CCN1CCN(Cc2c[nH]c3ccccc23)CC1CCO (stereo not drawn)	-13.5	-3.1	0.4	6.8	-1.1	7.3	-7.2	-0.2
Oc1ccc2ccccc2c1C=NC12CN3CCN(CN(C3)C1)C2	9.0	-3.3	5.7	0.6	-0.6	14.9	32.5	-47.4
Nc1c(N=Nc2cccc(Cl)c2)c(=O)[nH]n1-c1ccccc1	3.5	2.5	-6.3	-2.0	4.1	56.2*	7.8	28.1
FC(F)(F)c1cccc(-c2cc(C3CCNCC3)[nH]n2)c1	1.6	0.4	-0.9	4.5	-0.2	25.1	1.2	12.2
CC(=O)Nc1nc2cc3c(cc2s1)OCCO3	-130.1	0.2	-1.6	-191.4	-0.4	-106.4	16.7	-0.6
CCCc1oc2c(c(=O)c1CC)C(=O)CC(C)(C)C2	6.2	-3.9	-1.8	-3.0	-0.7	24.4	14.8	13.5
COc1ccc(CCNC(=O)[C@@H](NC(=O)N2CC(=O)Nc3ccccc32)C(C)C)cc1OC	-3.3	-2.1	-3.8	5.4	2.1	9.3	11.8	2.5
COc1ccc(Cl)cc1-c1nc(-c2ccc(NC(=O)c3cccs3)cc2)no1	-25.7	1.9	-0.2	-51.0	8.1	0.6	26.9	-28.2
CCOC(=O)CSc1nc2cc(C(=O)N3CCC(C(N)=O)CC3)ccc2c(=O)n1-c1ccccc1	16.3	-1.6	-0.7	13.4	2.1	-12.1	5.3	-6.3
CCN(CC)C(=O)c1cccc2c1C(=O)c1ccccc1-2	-0.6	-0.7	0.5	-14.4	-0.1	-2.6	17.4	-5.1
CC1CN(C(=O)c2ccccc2NS(=O)(=O)c2ccc(Cl)cc2)CC(C)O1 (stereo not drawn)	6.3	-4.3	-2.1	2.1	-0.3	19.6	18.9	-3.3
O=C(O)c1cc([N+](=O)[O-])ccc1C(=O)Nc1cccc([N+](=O)[O-])c1	3.4	-3.2	2.1	-6.4	3.4	-2.1	7.0	6.3
CSc1ncccc1C(=O)OCC(=O)N1CC2(C)CC1CC(C)(C)C2 (stereo not drawn)	15.2	-0.1	-1.3	14.9	0.9	21.3	22.3	6.6
COc1ccc(NC(=O)CCS(=O)(=O)c2ccc3c(c2)CCN3C(C)=O)cc1	-8.9	-3.9	-1.6	-0.5	-0.6	12.3	-4.8	14.4
CC1CCc2sc(C(=O)OCC(=O)NCc3ccccc3)cc2C1 (stereo not drawn)	15.3	-0.9	-0.5	11.4	0.4	38.0	2.5	6.4
CNC(=O)Nc1cccc(-c2ccnc(C)n2)c1	-3.0	2.1	-6.2	-7.8	-1.1	1.3	-8.9	-9.8
COc1cccc(N2C(=O)C3C(C2=O)C2C=CC3C23CC3)c1 (stereo not drawn)	-5.1	-1.3	3.1	-0.5	0.0	4.9	-4.8	16.1
CSc1ccc(CNc2ncc(-c3cccc([N+](=O)[O-])c3)n2C)cc1	6.7	-3.7	-1.3	14.1	2.7	11.7	-8.1	13.4
NC(=O)NCc1ccccc1	10.1	-1.1	4.2	15.9	0.0	-9.5	-13.4	12.6
C/C(CC(=O)Nc1ccc(Cl)cc1Cl)=N\NC(N)=S	-1.5	0.5	-1.4	-0.5	-1.1	-11.9	6.9	-8.7
COc1ccccc1-n1c(SCC(=O)Nc2ccc(NC(C)=O)cc2)nc2c([nH]c3ccccc32)c1=O	11.6	-3.6	-1.5	7.8	-0.6	28.6	14.5	-11.4
CC(C)C(=O)N1CCN(c2ccc(NC(=O)c3ccc4c(c3)OCCO4)cc2)CC1	19.4	-2.4	-1.3	6.2	-3.4	-2.3	-7.3	6.4
Cc1ccc(S(=O)(=O)N2CCN(C(=O)COc3ccc(Br)cc3)CC2)cc1	-5.8	1.5	-2.7	11.1	9.7	18.9	29.0	-2.9
O=C(O)CC(NC(=O)C(F)(F)F)c1ccc2c(c1)OCO2 (stereo not drawn)	-18.5	-1.6	-1.6	2.7	0.0	2.2	-12.5	-16.6
O=C(Cn1c(C(F)(F)F)nc2ccccc21)NCCCN1CCOCC1	9.2	-2.2	-1.1	7.3	-0.4	12.5	8.3	15.7
Cc1cc(C(=O)OCC(=O)N2CC(C)CC(C)C2)c(C)o1 (stereo not drawn)	6.2	-3.1	2.9	19.7	-2.0	-7.0	18.1	7.0
COc1ccc(-c2cc(C(F)(F)F)n3ncc(C(=O)N4CCCCC4c4cccnc4)c3n2)cc1 (stereo not drawn)	-4.9	4.4	-0.2	0.7	2.6	3.4	37.3	16.2
COc1ccc(S(=O)(=O)N2CCN(C)CC2)cn1	23.3	-1.7	-1.0	22.3	-1.0	17.4	-12.7	8.1
